Dynein transport – blocks dynein driven cargo transport along microtubules; 3617.4 mouse cells, GR-EGFP nuclear translocation imaging; test concentration mostly 20 µM; stimulated with dexamethasone, 1 µM; hits give low values; 220,000 tested, 0.47% active; z-score, hits read low; AID 1381;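 active = plate z-score of nuclear minus cytoplasmic receptor signal below a set negative limit, without overly bright fluorescence or cell loss, cut at about -3.5 in these data, passing the limit was not always enough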;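 note: z-score of nuclear minus cytoplasmic ring GR-EGFP intensity difference per well; some compounds called inactive have numbers as strong as hits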
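Buffer or medium: tet-free, stripped-serum medium; reagent: dexamethasone at 1.0 µM final, 30 min; incubation: 48 h induction, 1 h compound, 30 min dex at 37 °C; measured by: formaldehyde fixation, Hoechst nuclear stain, 10x automated fluorescence imaging; read-out: nuclear-to-cytoplasmic GR-EGFP distribution per well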
MT stabilize HCS – microtubule stabilization, imaging screen; AID 2205; HeLa tubulin immunostaining HCS, 24 h; share of cells brighter than vehicle mean+2SD; 200,000 tested, 0.83% active; % tubulin-high responders, % at 10 µM;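 active = plate Z-score above 3 for both tubulin-high and condensed-nucleus cell shares, with cell loss under 80%, at 10 µM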;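 note: anti alpha tubulin signal scored within the nucleus-defined area of each cell; some results filed as inactive read as strong as hits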
HIV peptide binding – cell-free HIV fusion peptide-binding blockers – biochemical, uHTS, fluorescence dequenching, primary screen (AID 1986); 290,000 tested, 0.3% active; cell-free peptide binding, fluorescence dequenching, 30 min; higher % means a stronger effect; inhibition, % at 20 µM, or IC50 in µM where a hit was titrated; in the data active = inhibition mostly above about 52%, no sharp cut-off; inactive = mostly below about 76%; note: some results filed as inactive read as strong as hits
b-catenin transl – beta-catenin nuclear translocation modulation. HeLa beta-catenin nuclear translocation, immunofluorescence imaging. nuclear translocation activity, % at 5 µM. 190,000 tested, 0.3% active. AID 1665;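 active = nuclear translocation activity above 50% at 5 µM, with a well cell count of 50 or more; inconclusive = wells under 50 cells across six images, flagged as toxic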;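 note: per-cell ratio of nuclear to cytoplasmic median beta-catenin stain intensity; plate controls were DMSO negative control for no effect and GSK-3 inhibitor IX positive control for full effect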
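assay system = human HeLa cells, endogenous beta-catenin | times = compound treatment 24 h, 37°C, 5% CO2 | detection = Anti-beta-catenin immunofluorescence on PFA-fixed, Triton-permeabilized cells, DAPI nuclei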
Autophagy HCS – alters autophagy in cells; MEF GFP-LC3 puncta imaging; test concentration mostly 10 µM; calls only at 10 µM (by protocol); 190,000 tested, 0.98% active; AID 463193;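 active = percentage of spot-positive cells more than 3 SD above its plate mean, without a fluorescence outlier flag or 80% toxicity; inconclusive = no clear call, values can overlap the other calls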;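 note: spot-positive cell cutoff set from DMSO-treated cells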
Ins promoter up – MIN6 insulin promoter up-regulation; MIN6 insulin promoter-GFP reporter, high-content imaging; hits give high values; 190,000 tested, 0.3% active; z-score at 5 µM; AID 1625;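 active = z-score above 3 at 5 µM with at least 500 cells counted in the well; inconclusive = wells under 500 cells, flagged as cytotoxic or low count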
WT yeast gro inh – growth inhibition of WT yeast, mitochondrial fusion screen | mitochondrial fusion phenotypic screen, WT strain | inhibition, % at 10 µM | 190,000 tested, 2.1% active | AID 1362; in the data active = inhibition above about 58%; tested in S. cerevisiae
Yfh1-off respiration – mitochondrial function rescue without frataxin homolog – Friedreich's ataxia, plus single-dose screen, dose response (AID 1465). fold induction at 50 µM; hits with a dose series show EC50 in µM. S. cerevisiae Yfh1-off respiration, WST-1 reduction, 72 h; higher fold induction means a stronger effect. 220,000 tested, 0.074% active;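 active = fold induction of absorbance versus untreated yeast above a set limit, then at least 30% activation at any dose in follow-up; inconclusive = repeats straddling the limit, or above it without dose testing; inactive = fold induction below the set limit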;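 note: activators that raise dye reduction in frataxin-depleted yeast; strong numbers were not always called active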
AID2073 – disruptors of CaV2.2 binding to Mint1 – biochemical, HTRF (AID 2073). 290,000 tested, 0.19% active. inhibition, % at 20 µM; hits with a dose series show IC50 in µM. HTRF protein-protein interaction, Mint1-CaV2.2; higher % means a stronger effect; in the data active = inhibition mostly above about 51%, no sharp cut-off; inconclusive = no clear call, values can overlap the other calls; inactive = mostly below about 53%; note: some results filed as inactive read as strong as hits
WT yeast gro inh mutant strain – further read-out of WT yeast gro inh, marked with its call; inhibition, %; mitochondrial fusion phenotypic screen, mutant strain inhibition
Dynein transport cytoplasmic EGFP – second read-out of Dynein transport, no call of its own (marks repeat the call); z-score; measured here: cytoplasmic GR-EGFP intensity; hits give high values
Dynein transport nuclear GR-EGFP – second read-out of Dynein transport, no call of its own (marks repeat the call); z-score; measured here: nuclear GR-EGFP intensity;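 lower value marks the stronger effect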
Dynein transport cell count – second read-out of Dynein transport, no call of its own (marks repeat the call); z-score; measured here: cell count per field
Ins promoter up cell count – recorded beside Ins promoter up, whose call it bears; cell count; measured here: cytotoxicity, nuclei count;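 total cells summed across four imaged fields per well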
b-catenin transl cell count 5 µM – second read-out of b-catenin transl, no call of its own (marks repeat the call); cell count; measured here: cell count, cytotoxicity flag
MT stabilize HCS Hoechst-high % – also measured in MT stabilize HCS; calls as there; % Hoechst-high responders; measured here: nuclear condensation Hoechst responders;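 share of cells brighter than vehicle mean plus two SD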
MT stabilize HCS cytotoxicity % – further read-out of MT stabilize HCS, marked with its call; toxicity, %; measured here: cytotoxicity by cell density;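 0% = mean cell density of plate MIN control wells and 100% = no cells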
Autophagy HCS cell loss 18 h – recorded beside Autophagy HCS, whose call it bears; toxicity, %; measured here: cell loss, nuclei count;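 cell loss after 18 h compound exposure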
* marks the source's active call; other numbers are inactive results; i = inactive; ? = inconclusive; . = no result given.

Compound	Dynein transport	Dynein transport cytoplasmic EGFP	Dynein transport nuclear GR-EGFP	Dynein transport cell count	MT stabilize HCS	MT stabilize HCS Hoechst-high %	MT stabilize HCS cytotoxicity %	HIV peptide binding	b-catenin transl	b-catenin transl cell count 5 µM	Autophagy HCS	Autophagy HCS cell loss 18 h	Ins promoter up	Ins promoter up cell count	WT yeast gro inh	WT yeast gro inh mutant strain	Yfh1-off respiration	AID2073
CCC1CCc2c(sc3ncnc(N4CCOCC4)c23)C1 (stereo not drawn)	-0.754	-0.173	-1	0.307	2.1	1.9	4.6	1.4%	0.0	957	i	9.0	-0.98	1493	34.4	27.5	i	5.4%
Cc1ccc(Cl)cc1N1CCN(C(=S)NCCc2ccccc2)CC1	-0.482	-0.307	-0.178	0.317	5.1	3.7	9.0	-1.3%	23.9	415	i	-17.3	-0.72	1464	66.2*	29.7*	i	-0.5%
Cc1[nH]nc(N2CCCCCC2)c1[N+](=O)[O-]	-0.806	-0.256	-0.995	1.59	2.0	1.9	11.6	1.8%	-0.2	1319	i	-5.0	-0.32	1560	23.4	6.5	i	-2.9%
O=C(NNC1CC(=O)N(c2ccccc2)C1=O)c1ccco1 (stereo not drawn)	-0.551	-0.273	-0.167	0.691	2.6	2.1	0.1	-0.8%	0.7	1470	i	16.3	0.69	1430	-2.2	12.2	i	8.2%
C=CCOc1ccc(Br)cc1/C=N/O	-0.0181	-0.341	0.0431	0.458	1.4	1.0	10.6	0.9%	.	.	i	5.8	.	.	4.4	5.8	i	-7.7%
CC1=C(C(=O)Nc2ccccc2F)C(c2cccs2)NC(=S)N1 (stereo not drawn)	2.28	0.907	1.51	-1.52	3.5	1.9	11.0	0.4%	0.5	1534	i	12.7	-0.43	1363	10.0	-6.1	i	-1.2%
Cc1ccccc1C1CCCN(C(=O)c2cc(COc3c(F)cccc3F)on2)C1 (stereo not drawn)	1.34	-0.0939	1.11	-0.838	1.5	1.2	0.3	-0.1%	0.6	1035	i	32.8	.	.	40.8	7.0	i	3.7%
COc1ccc(NC(=O)C(F)(OC)C(F)(F)F)c(OC)c1 (stereo not drawn)	0.11	-0.182	0.174	-0.56	2.3	1.2	2.6	-3.1%	-4.0	1018	i	4.1	1.11	1603	-9.3	2.9	i	6.8%
CCOc1ccc(S(=O)(=O)Nc2ccccn2)c2ccccc12	0.363	-0.229	-0.718	-0.0541	3.3	1.5	0.7	-3.7%	.	.	i	-0.3	.	.	20.6	-53.9	i	18.1%
O=C(O)C1C2CCC(C2)C1C(=O)NCc1ccco1 (stereo not drawn)	-0.925	0.168	-0.175	0.227	5.6	4.2	1.7	-0.6%	-1.4	1366	i	18.3	-0.08	1334	-4.2	9.4	i	5.9%
COC(=O)c1ccc(NC(=O)CN2CCN(c3ccccc3C)CC2)cc1	-0.324	-0.25	-0.129	0.331	3.7	2.1	4.7	-0.1%	-1.8	1188	i	2.3	0.26	1288	15.9	8.7	i	9.9%
Cn1nc(-c2ccccc2)c(/C=N/O)c1Cl	0.343	-0.313	0.0267	-0.494	1.3	2.3	1.6	-1.8%	-0.3	1063	i	7.7	0.17	1201	-0.3	-0.2	i	2.7%
Cn1c(SCC(=O)c2ccccc2)nnc1-c1cccnc1	0.463	-0.0741	0.608	0.589	4.1	2.0	7.7	-2.0%	-1.5	799	i	-27.9	-0.16	1284	4.1	-21.0	i	-11.6%
CN(C)CCCN(C(=O)c1ccco1)c1nc2ccc(F)cc2s1	-0.647	-0.368	0.163	1.48	3.5	2.1	5.2	-0.4%	-1.2	1054	i	9.0	1.26	1201	-11.3	7.6	i	9.7%
NC(=NCCc1ccccc1)NS(=O)(=O)c1ccccc1	-0.903	-0.318	-0.764	0.826	2.8	2.9	9.6	-1.1%	-3.0	552	i	-0.3	0.11	1379	-4.4	-1.8	i	1.6%
CCNC(=S)Nc1ccc(S(=O)(=O)Nc2cc(C)nc(C)n2)cc1	-0.586	-0.214	-0.748	-2.2	2.5	1.2	7.6	0.4%	4.9	1062	i	-4.8	-0.12	1222	-14.3	-15.2	i	-0.7%
CC(c1ccccc1)N1C(=O)C2C3C=CC(C4CC34)C2C1=O (stereo not drawn)	1.9	-0.0902	1.01	-1.85	0.6	1.1	6.5	-0.3%	1.1	1533	i	2.7	.	.	-1.3	1.4	i	-1.4%
COc1cc(OC)cc(C(=O)OCC(=O)Nc2ccc(F)cc2F)c1	-0.746	-0.138	-0.281	0.663	4.5	3.0	6.0	-0.2%	-0.8	1105	i	2.8	0.83	1483	4.7	-14.3	i	3.9%
CCOc1ncccc1C(=O)Nc1ccc(S(=O)(=O)N2CCCC2)cc1	0.343	-0.164	0.229	0.578	3.4	2.2	7.7	3.4%	1.5	1112	i	-6.4	0.09	1267	8.0	4.5	i	4.3%
O=C(OC(C(=O)NC1CCCCC1)c1ccccn1)c1cccs1 (stereo not drawn)	-0.175	-0.213	-0.74	0.178	3.6	1.2	3.5	-0.2%	-1.2	1353	i	5.9	-0.16	1641	4.7	-7.5	i	-4.3%
COc1ccc(S(N)(=O)=O)cc1C(N)=O	0.837	-0.0887	0.643	-0.879	2.2	0.5	1.8	0.8%	-0.2	1543	i	-8.2	0.62	1509	3.3	-0.4	i	-9.9%
CCN(CC(=O)NCCc1ccc(S(N)(=O)=O)cc1)Cc1nc2cc(OC)c(OC)cc2c(=O)[nH]1	-0.819	0.709	0.212	1.09	2.7	1.2	5.9	-0.9%	1.3	1131	i	-1.8	0.77	963	3.6	2.0	i	4.8%
CC(O)CNc1nc2sc3c(c2c(=O)n1Cc1ccco1)CCCCC3 (stereo not drawn)	-0.0215	-0.235	-0.0547	1.07	.	.	.	-0.8%	-1.2	1078	.	.	-0.26	1368	.	.	i	-10.6%
CC(=O)N(c1ccccc1)C1CCCC1	-0.339	-0.277	-0.426	0.0581	3.3	2.4	5.4	1.1%	2.3	466	i	-1.6	0.07	1217	-14.1	-12.5	i	-4.3%
O=C1CSC(c2cn(-c3ccccc3)nc2-c2ccc3c(c2)OCCO3)N1CCN1CCOCC1 (stereo not drawn)	-0.3	1.25	-0.066	0.162	2.0	1.2	3.0	18.9%	-2.2	825	i	-2.0	.	.	-9.2	-0.5	i	15.3%
CCN1CCN(CCCNC(=O)Cn2cc3c(n2)CCCC3)CC1	-0.958	-0.225	-0.534	0.513	3.6	3.0	7.2	1.6%	.	.	i	7.9	0.95	899	5.0	5.0	i	-4.0%
O=C(NC1CCCCC1)c1ccc(-n2cnnn2)cc1	0.27	-0.25	0.223	-0.374	.	.	.	1.8%	-0.5	1263	.	.	0.09	1108	.	.	i	2.1%
COc1ccc(OC)c2sc(N3CCc4ccccc4C3)nc12	-0.767	-0.183	-0.354	0.279	3.2	3.2	2.7	-0.7%	0.9	1105	i	-3.2	-0.55	1267	57.3	7.6	i	-15.6%
Cc1cccc(OCC(=O)NCCN2CCOCC2)c1	-0.397	-0.204	-0.627	1.43	3.6	1.5	3.0	-3.3%	1.0	995	i	6.8	1.79	893	14.4	-3.3	i	?

Reformatted field by field: part of the list above
CCN1CCN(CCCNC(=O)Cn2cc3c(n2)CCCC3)CC1
  Dynein transport: -0.958 | Dynein transport cytoplasmic EGFP: -0.225 | Dynein transport nuclear GR-EGFP: -0.534 | Dynein transport cell count: 0.513 | MT stabilize HCS: 3.6 | MT stabilize HCS Hoechst-high %: 3.0 | MT stabilize HCS cytotoxicity %: 7.2 | HIV peptide binding: 1.6% | b-catenin transl: . | b-catenin transl cell count 5 µM: . | Autophagy HCS: i | Autophagy HCS cell loss 18 h: 7.9 | Ins promoter up: 0.95 | Ins promoter up cell count: 899 | WT yeast gro inh: 5.0 | WT yeast gro inh mutant strain: 5.0 | Yfh1-off respiration: i | AID2073: -4.0%
O=C(NC1CCCCC1)c1ccc(-n2cnnn2)cc1
  Dynein transport: 0.27 | Dynein transport cytoplasmic EGFP: -0.25 | Dynein transport nuclear GR-EGFP: 0.223 | Dynein transport cell count: -0.374 | MT stabilize HCS: . | MT stabilize HCS Hoechst-high %: . | MT stabilize HCS cytotoxicity %: . | HIV peptide binding: 1.8% | b-catenin transl: -0.5 | b-catenin transl cell count 5 µM: 1263 | Autophagy HCS: . | Autophagy HCS cell loss 18 h: . | Ins promoter up: 0.09 | Ins promoter up cell count: 1108 | WT yeast gro inh: . | WT yeast gro inh mutant strain: . | Yfh1-off respiration: i | AID2073: 2.1%
COc1ccc(OC)c2sc(N3CCc4ccccc4C3)nc12
  Dynein transport: -0.767 | Dynein transport cytoplasmic EGFP: -0.183 | Dynein transport nuclear GR-EGFP: -0.354 | Dynein transport cell count: 0.279 | MT stabilize HCS: 3.2 | MT stabilize HCS Hoechst-high %: 3.2 | MT stabilize HCS cytotoxicity %: 2.7 | HIV peptide binding: -0.7% | b-catenin transl: 0.9 | b-catenin transl cell count 5 µM: 1105 | Autophagy HCS: i | Autophagy HCS cell loss 18 h: -3.2 | Ins promoter up: -0.55 | Ins promoter up cell count: 1267 | WT yeast gro inh: 57.3 | WT yeast gro inh mutant strain: 7.6 | Yfh1-off respiration: i | AID2073: -15.6%

Screening results as filed in PubChem.

Outcome played no part in choosing rows, and some 4.2% of all compounds hit somewhere here.
